High-throughput results (PubChem)
sEH inh: inhibitors of human soluble epoxide hydrolase | recombinant human sEH enzymatic activity assay | inhibition, % at 2 µM | 91,000 tested, 0.34% active | AID 707; in the data active = inhibition above about 80%; note: values of inactives mirror those of a sister screen read the other way; many of its hits are not listed in these tables
PostGolgi ctrl: yeast control strain growth, post-Golgi counter-screen. efflux-deficient yeast background strain, growth absorbance A615, 16 h. inhibition, % at 10 µM. 98,000 tested, 5% active
sEH activator: activators of human soluble epoxide hydrolase; P34913; purified human sEH enzymatic activity, activator screen; activation, % at 2 µM; 91,000 tested, 0.04% active; AID 717; in the data active = activation above about 37%; note: values of inactives mirror those of a sister screen read the other way
Ecoli WT expand: blocks growth of wild type E. coli BW25113; OD600 absorbance; AID 710; 98,000 tested, 0.15% active; growth inhibition, % at 100 µM;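 active = growth inhibition above about 50% at one test dose, limit read from the data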;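 note: growth measured after 20 h incubation at 37 °C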
S1P2 antag: antagonists of human S1P2 receptor | cell-based S1P2 antagonist assay, inhibition at 5 uM | inhibition, % at 5 µM | 97,000 tested, 0.21% active; in the data active = inhibition above about 45%;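 note: CRE beta-lactamase reporter cells expressing human S1P2 stimulated with S1P; 0% = agonist at EC80 alone and 100% = agonist plus reference antagonist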
PLAP activator: human PLAP activation; purified PLAP enzyme, luminescent substrate read-out; stronger effect = higher value; activation fold at 20 µM; 96,000 tested, 1.2% active; AID 696; P05187; in the data active = activation fold above about 2
Mac1 fbg inh: blocks human CD11b/CD18 adhesion to fibrinogen | K562 CD11b/CD18 adhesion to fibrinogen, ATPlite luminescence; Mn2+ added to activate the integrin | inhibition, % at 10 µM | 93,000 tested, 0.54% active;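 active = primary inhibition of 50% or more at 10 µM, then 40% or more on retest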; note: some results filed as inactive read as strong as hits
Target sequence (P05107 whole entry, looked up, other chains not shown): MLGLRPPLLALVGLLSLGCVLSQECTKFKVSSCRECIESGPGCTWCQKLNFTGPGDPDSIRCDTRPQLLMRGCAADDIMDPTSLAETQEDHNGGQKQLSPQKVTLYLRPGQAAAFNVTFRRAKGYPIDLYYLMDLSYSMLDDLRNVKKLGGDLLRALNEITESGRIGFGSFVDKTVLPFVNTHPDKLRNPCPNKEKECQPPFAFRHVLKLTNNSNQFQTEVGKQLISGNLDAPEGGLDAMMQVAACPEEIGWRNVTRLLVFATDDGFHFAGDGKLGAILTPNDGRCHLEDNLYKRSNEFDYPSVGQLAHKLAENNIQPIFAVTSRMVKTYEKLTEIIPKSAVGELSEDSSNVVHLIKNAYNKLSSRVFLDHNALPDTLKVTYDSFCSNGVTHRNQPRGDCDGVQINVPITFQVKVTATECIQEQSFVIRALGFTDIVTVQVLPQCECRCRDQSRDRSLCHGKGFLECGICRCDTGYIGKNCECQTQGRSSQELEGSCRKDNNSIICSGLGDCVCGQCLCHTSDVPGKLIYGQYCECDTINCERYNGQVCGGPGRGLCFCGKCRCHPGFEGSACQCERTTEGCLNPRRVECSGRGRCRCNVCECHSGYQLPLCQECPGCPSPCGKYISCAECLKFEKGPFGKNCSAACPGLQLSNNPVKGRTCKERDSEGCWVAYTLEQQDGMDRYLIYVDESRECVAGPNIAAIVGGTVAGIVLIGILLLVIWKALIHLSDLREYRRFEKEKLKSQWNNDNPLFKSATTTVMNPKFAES
PostGolgi yeast: growth inhibition of a yeast mutant, post-Golgi transport screen; post-Golgi transport phenotypic cell assay; inhibition, % at 10 µM; 98,000 tested, 0.9% active; AID 739;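 note: yeast cells grown in 1536-well plates; yeast grown about 18 h at 30C before absorbance read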
S1P2 ag: agonists of human S1P2 receptor. O95136. S1P2-expressing cell line, agonist reporter read-out. activation, % at 4.5 µM. 97,000 tested, 0.46% active. AID 729; in the data active = activation above about 16%;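 note: 0% = vehicle low control and 100% = maximal reference agonist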
Starred values were filed as active, the others as inactive; / = not tested or not shown. Cut-off read from the data, not from the text of the source, unless noted: active = inhibition above about 30%; inactive = the rest.

molecule | sEH inh | PostGolgi ctrl | sEH activator | Ecoli WT expand | S1P2 antag | PLAP activator | Mac1 fbg inh | PostGolgi yeast | S1P2 ag
O=C(NC1CCCCCC1)c1nc2ncccn2n1 | 14 | 1 | -12 | 5 | -3 | 1 | 0 | 7 | -4
CCOCCCNS(=O)(=O)c1cc(Br)cc2c1N(C(=O)C1CC1)CC2 | / | 6 | / | 5 | / | 1.1 | 0 | 3 | /
CCCn1c(-c2cccs2)nc2ccccc21 | / | 12 | / | 9 | / | 0.9 | 63 | 3 | /
O=C(CSc1nnc(-c2ccncc2)n1-c1ccc(Cl)cc1)N1CCOCC1 | -9 | 25 | 13 | 3 | -12 | 1 | -11 | 3 | 1
CCCc1nc(-c2ccccc2O)n(-c2ccccc2)n1 | 2 | 7 | -5 | 2 | -27 | 1 | -7 | 6 | 1
COC(=O)c1c(NC(=O)CC2SC(N)=NC2=O)sc2c1CCCC2 (stereo not drawn) | 8 | -5 | -8 | 3 | -7 | 1.9 | -29 | 1 | -7
CSCCC(NC=C1C(=O)OC(C)(C)OC1=O)C(=O)O (stereo not drawn) | -17 | 0 | 17 | 1 | -6 | 1.1 | / | 2 | -5
CNc1cc(CSC)nc(SCc2ccc(Cl)c(Cl)c2)n1 | -3 | 35* | 3 | -3 | -37 | 1 | 0 | 27 | 0
Cc1ccc(OCCCn2c(=O)sc3ccccc32)cc1 | 9 | 24 | -6 | -4 | -2 | 0.9 | -4 | -6 | -4
CCCCNC(NCCCC)=C(S(=O)(=O)CC)S(=O)(=O)CC | 7 | -2 | -9 | -3 | 14 | 1 | 4 | 9 | -6
CCCCNC(=O)OC(C)CNC(=O)Oc1cccc(C)c1 (stereo not drawn) | / | -5 | / | 11 | / | 1.1 | -28 | 7 | /
CCn1c(SCC(=O)c2cc(OC)ccc2OC)nnc1C1CC1 | -2 | / | 2 | / | 13 | 0.8 | -14 | / | -6

An excerpt from above with just Ecoli WT expand:
| structure | Ecoli WT expand |
| --- | --- |
| CNc1cc(CSC)nc(SCc2ccc(Cl)c(Cl)c2)n1 | -3 |
| Cc1ccc(OCCCn2c(=O)sc3ccccc32)cc1 | -4 |

Next entries follow:
molecule | sEH inh | PostGolgi ctrl | sEH activator | Ecoli WT expand | S1P2 antag | PLAP activator | Mac1 fbg inh | PostGolgi yeast | S1P2 ag
Cc1ccc(C2CC(=O)NC(SCc3ccccc3)=C2C#N)o1 (stereo not drawn) | / | 22 | / | 3 | 11 | 0.7 | 7 | 2 | -5
CCOC(=O)C(O)(C1C(=O)CC(C)(C)CC1=O)C(F)(F)F (stereo not drawn) | / | 6 | / | 1 | 8 | 1.1 | 6 | -8 | -5
CCC(C)(C)NC(=O)C1CCN(c2nc(C)cc(C)n2)CC1 | / | 8 | / | 1 | / | 1.1 | -18 | 10 | /
CC(=O)Nc1ccc2c(c1)C(=O)N(c1ccc(C)cc1)C2=O | -5 | 28 | 8 | -8 | 0 | 0.9 | -9 | 0 | -5
COC(CNC(=O)c1ccc2c(c1)nc(C)n2-c1cccc(F)c1)OC | -2 | -4 | 5 | -5 | 4 | 1.1 | 6 | -5 | 0
CCOc1cc(S(=O)(=O)Nc2cc(C)cc(C)c2)ccc1Cl | 2 | 39* | 0 | 8 | 0 | 1 | 10 | -14 | -1
COc1ccc(OC)c(C2C(C(=O)c3cccs3)=C(O)C(=O)N2CCN(C)C)c1 (stereo not drawn) | / | 4 | / | 0 | -9 | 1.1 | 2 | -13 | 16
O=C(CN1CCN(c2ccccc2F)CC1)c1ccc2cc[nH]c2c1 | / | 12 | / | -2 | 2 | 1.1 | -8 | 3 | 0
COc1ccc2c(c1)N(C(=O)CN1C(=O)C3CCCCC3C1=O)C(C)(C)C=C2C (stereo not drawn) | 7 | / | -2 | / | 3 | / | / | / | 2
CCN(c1ccccc1)S(=O)(=O)c1ccc2[nH]cc(C(=O)N3CCOCC3)c(=O)c2c1 | 3 | 3 | 0 | -8 | -3 | 1.3 | 0 | -2 | -4
Cn1c(=O)c(NCCc2ccccc2)c2c3c(cccc31)C(=O)c1ccccc1-2 | 4 | 48* | -1 | -12 | 29 | 0.9 | 11 | 0 | -4
CCOC(=O)Nc1cc2c(cc1C(C)=O)OCO2 | -6 | 5 | 4 | 1 | 8 | 1.1 | -5 | 15 | -3

6 compounds drawn at random from the list so far, as already listed:
molecule | sEH inh | PostGolgi ctrl | sEH activator | Ecoli WT expand | S1P2 antag | PLAP activator | Mac1 fbg inh | PostGolgi yeast | S1P2 ag
CCN(c1ccccc1)S(=O)(=O)c1ccc2[nH]cc(C(=O)N3CCOCC3)c(=O)c2c1 | 3 | 3 | 0 | -8 | -3 | 1.3 | 0 | -2 | -4
CCn1c(SCC(=O)c2cc(OC)ccc2OC)nnc1C1CC1 | -2 | / | 2 | / | 13 | 0.8 | -14 | / | -6
COc1ccc2c(c1)N(C(=O)CN1C(=O)C3CCCCC3C1=O)C(C)(C)C=C2C (stereo not drawn) | 7 | / | -2 | / | 3 | / | / | / | 2
CCOc1cc(S(=O)(=O)Nc2cc(C)cc(C)c2)ccc1Cl | 2 | 39* | 0 | 8 | 0 | 1 | 10 | -14 | -1
CCC(C)(C)NC(=O)C1CCN(c2nc(C)cc(C)n2)CC1 | / | 8 | / | 1 | / | 1.1 | -18 | 10 | /
O=C(CSc1nnc(-c2ccncc2)n1-c1ccc(Cl)cc1)N1CCOCC1 | -9 | 25 | 13 | 3 | -12 | 1 | -11 | 3 | 1

Looked up above:
CCn1c(SCC(=O)c2cc(OC)ccc2OC)nnc1C1CC1 in sEH inh = -2
CCCCNC(NCCCC)=C(S(=O)(=O)CC)S(=O)(=O)CC in S1P2 antag = 14
O=C(CN1CCN(c2ccccc2F)CC1)c1ccc2cc[nH]c2c1 in S1P2 ag = 0

Next section
molecule | sEH inh | PostGolgi ctrl | sEH activator | Ecoli WT expand | S1P2 antag | PLAP activator | Mac1 fbg inh | PostGolgi yeast | S1P2 ag
CN1CCN(C2=NC3(CCCC3)C(C#N)C(=O)N2)CC1 (stereo not drawn) | 10 | -1 | -7 | 0 | 5 | 1 | -15 | 2 | -12
CC1(C)CNC(=O)c2sc(N3CCOCC3)nc2C1 | 4 | 0 | -5 | 7 | -15 | 0.9 | -4 | -2 | 1
CCOc1ccccc1NC(=O)CC1Nc2ccccc2NC1=O (stereo not drawn) | 2 | / | -1 | / | -13 | / | / | / | -1
CCOC(=O)C1=C(C)N=c2s/c(=C3\C(=O)Nc4ccccc43)c(=O)n2C1c1ccc2c(c1)OCO2 (stereo not drawn) | -6 | 5 | 3 | -16 | -16 | 0.9 | -19 | 1 | -8
Cc1ccc(N(C(C)C(=O)O)S(=O)(=O)c2cccnc2)cc1 (stereo not drawn) | 8 | 2 | -4 | 4 | / | 1.2 | -4 | 2 | /
Cc1ccc(-n2c(SCC(=O)NCc3ccco3)nc3sc4c(c3c2=O)CC(C)(C)SC4)cc1 | -13 | 17 | 12 | -12 | 6 | 1 | 8 | 14 | -4
OCCNC1=NCCN1 | / | 23 | / | 1 | 11 | 1.1 | / | 0 | -1
O=C1c2cccc3c(Cl)ccc(c23)C(=O)N1O | -13 | 34* | 13 | 24 | 26 | 0.9 | 50 | 4 | -8
CCc1c(C)sc(NC(=O)Cn2nc(C(F)(F)F)c3c2CCCC3)c1C#N | -5 | -1 | 9 | -4 | -15 | 1.2 | -20 | -14 | -4
CCN1C(=O)CC(NCc2ccc3c(c2)OCO3)C1=O (stereo not drawn) | -11 | 1 | 14 | -9 | 0 | 0.9 | -15 | -15 | -3
Nc1nc(CSc2ncn(-c3ccccc3)n2)cs1 | 3 | 5 | -3 | 7 | 3 | 1 | 2 | 5 | -7
COc1ccc(NC2C=CS(=O)(=O)C2)c(OC)c1 (stereo not drawn) | 4 | 1 | -2 | 5 | -6 | 1.1 | 2 | 8 | 2

Continuation.
molecule | sEH inh | PostGolgi ctrl | sEH activator | Ecoli WT expand | S1P2 antag | PLAP activator | Mac1 fbg inh | PostGolgi yeast | S1P2 ag
CCOC(=O)c1c(C)[nH]c(C)c1C(=O)COc1ccc(NC(=O)c2ccco2)cc1 | -2 | 16 | 4 | -1 | -2 | 1.4 | -13 | 1 | -3
Cn1c(CN2CCOCC2)c(C#N)c2ccccc21 | -2 | 7 | 2 | -2 | 21 | 1.1 | 2 | 12 | -6
CCCn1nnnc1NC(=O)c1ccc(C)cc1Cl | -5 | 5 | 8 | 6 | -16 | 0.9 | / | 6 | 1
CCOc1ccc(-n2cnnn2)cc1S(=O)(=O)N1CCCCC1 | / | 9 | / | -5 | 12 | 1.1 | 11 | -4 | 0
COCCNC(=O)c1cnn2c(C(F)(F)F)cc(-c3ccc4c(c3)OCO4)nc12 | -3 | 0 | 5 | 3 | 10 | 0.8 | 1 | -2 | -16
Cc1ccc(NC(=O)CSc2nnc(Cn3cnc4ccccc43)o2)cc1 | -2 | 6 | 3 | 2 | 5 | 1.3 | 5 | 8 | -6
O=C(c1ccco1)N1CCN(c2ccc(Cl)cc2)CC1 | 10 | 7 | -8 | -1 | -14 | 0.9 | / | -3 | -5
CCC(C)Sc1nnc(-c2c[nH]c3ccccc23)n1CCOC (stereo not drawn) | -13 | 1 | 10 | 4 | 8 | 1.1 | -5 | 6 | -4
CCCCCCn1c(CN2CCN(C(=O)OCC)CC2)nc2c1c(=O)n(C)c(=O)n2C | 0 | / | 1 | / | -8 | / | / | / | -5
OCCCCNCc1ccc(OCc2ccc(Cl)cc2Cl)cc1 | -8 | 27 | 9 | 33 | 18 | 1.7 | 20 | 51* | -5
CCOC(=O)N1CCC(Nc2c(Nc3ccc(F)cc3)c(=O)c2=O)CC1 | -21 | 8 | 20 | 1 | -10 | 1 | 1 | -1 | -4
C/C(CC1(O)/C(=N/O)CCc2nonc21)=N\O (stereo not drawn) | -2 | 4 | 1 | -4 | 1 | 0.9 | 6 | 2 | -6

Next entries
molecule | sEH inh | PostGolgi ctrl | sEH activator | Ecoli WT expand | S1P2 antag | PLAP activator | Mac1 fbg inh | PostGolgi yeast | S1P2 ag
CCc1ccc(NC(=O)CCS(=O)(=O)c2cccc3nsnc23)cc1 | 14 | 2 | -18 | 12 | -3 | 0.9 | -42 | 6 | -4
COc1ccc(N2CCN(c3ncccn3)CC2)cc1 | -7 | 10 | 6 | -6 | -15 | 0.8 | -9 | 4 | -5
O=C(c1ccccc1)N1CCN(Cc2c[nH]c3ccccc23)CC1 | 1 | 5 | 4 | 5 | -11 | 1.8 | -12 | 12 | -7
CCOc1ccc(CC(C(=O)NN)C(=O)NN)cc1CN(C)C | 1 | -12 | 1 | 7 | 0 | 1.7 | 4 | -13 | -5

No enrichment for hits; about 7.1% have a hit in one of these screens.
